14-3-3 Bad inh: inhibitors of 14-3-3 zeta/Bad binding, primary screen, biochemical, TR-FRET, bovine 14-3-3 zeta | 0.71% of 220,000 active | AID 781, 2007 | TR-FRET 14-3-3zeta/Dy647-pBad peptide displacement, 1 h | inhibition, % at 21.7 µM | 14-3-3 protein zeta/delta (Bos taurus), P63103;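 active = inhibition above about 70%, limit read from the data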;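 note: 0% = full 14-3-3 plus peptide FRET controls and 100% = background without 14-3-3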
Target sequence (P63103 whole entry, looked up): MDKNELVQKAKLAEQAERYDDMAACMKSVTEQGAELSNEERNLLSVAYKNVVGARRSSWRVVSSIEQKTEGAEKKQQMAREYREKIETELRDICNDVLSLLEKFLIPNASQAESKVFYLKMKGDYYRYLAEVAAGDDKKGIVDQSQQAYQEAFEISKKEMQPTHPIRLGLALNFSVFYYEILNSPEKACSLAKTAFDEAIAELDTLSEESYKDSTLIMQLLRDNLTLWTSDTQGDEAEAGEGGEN
KLK5 inh: human KLK5 protease inhibitors, primary screen, biochemical, 1536-well; Kallikrein-5 (Homo sapiens), Q9Y337; recombinant hK5, fluorogenic AMC substrate cleavage; inhibition, % at 5 µM; 0.59% of 210,000 active;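 active = inhibition of 40% or more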;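 note: 0% = enzyme controls without compound and 100% = no-enzyme blanks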
Target sequence (Q9Y337 67-293 limits assumed): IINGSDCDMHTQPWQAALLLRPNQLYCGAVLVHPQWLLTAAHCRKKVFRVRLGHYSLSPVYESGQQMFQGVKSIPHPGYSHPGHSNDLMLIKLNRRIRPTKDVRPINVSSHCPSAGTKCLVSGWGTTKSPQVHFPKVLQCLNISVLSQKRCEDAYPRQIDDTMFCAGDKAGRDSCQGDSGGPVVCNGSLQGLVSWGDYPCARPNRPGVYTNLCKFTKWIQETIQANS
thrombin 1536: human alpha-thrombin inhibitors, primary screen, counter-screen for coagulation protease inhibitor project, biochemical, 1536-well, fluorogenic AMC substrate | 0.26% of 220,000 active | Prothrombin (Homo sapiens), P00734 | Boc-VPR-AMC fluorogenic substrate cleavage | inhibition, % at 5 µM | AID 1046, 2008;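 active = inhibition at or above 40%; inactive = inhibition below 40%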;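 note: 0% = enzyme with no compound and 100% = wells without enzyme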
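System – human alpha-thrombin protein · Reagent – Boc-VPR-AMC substrate, 15 µM final · Compound – 5 µM single dose in 0.2% DMSO · Schedule – reaction at room temperature · Technique – AMC fluorescence at 355 nm excitation and 460 nm emission · Read-out basis – % inhibition relative to enzyme controls and enzyme-free blanks · Control set – no-compound enzyme wells and no-enzyme blanks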
Furin inhibitor: human furin inhibitors, primary screen, biochemical, fluorescence intensity; purified furin, fluorogenic substrate cleavage; inhibition, % at 30 µM; 0.061% of 220,000 active; in the data active = inhibition above about 25%; note: inactives centre near -15
eIF4E 4G PPI: eIF4E–eIF4G protein interaction inhibitors, primary screen, biochemical, uHTS, TR-FRET, eIF4GI fragment | TR-FRET eIF4E-eIF4GI(517-606) binding, 2 h | inhibition, % at 21.7 µM | AID 782, 2007 | Eukaryotic translation initiation factor 4E (Mus musculus) + Eukaryotic translation … | 0.37% of 220,000 active;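 note: 0% = full FRET control wells and 100% = background wells lacking eIF4GI fragment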
EBV gp42 inh: Epstein-Barr virus gp42 inhibitors, primary screen, biochemical, uHTS, fluorescence polarization; Fluorescence polarization binding assay, mP read-out; Glycoprotein 42 (Epstein-Barr virus (strain AG876)), Q1HVG2; 0.42% of 220,000 active; inhibition, % (tested at 21.74 µM); in the data active = inhibition above about 50%
Target sequence (Q1HVG2 whole entry, looked up): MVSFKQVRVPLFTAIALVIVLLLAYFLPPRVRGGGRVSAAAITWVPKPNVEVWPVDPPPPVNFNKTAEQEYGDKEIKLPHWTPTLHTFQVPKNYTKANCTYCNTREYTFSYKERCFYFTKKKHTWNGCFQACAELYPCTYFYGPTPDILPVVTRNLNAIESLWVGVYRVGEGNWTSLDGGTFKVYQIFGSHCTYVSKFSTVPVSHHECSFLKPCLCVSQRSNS
Cl transport mod: KCC2 cotransporter modulators, thallium flux, primary screen, cell-based, HEK293 KCC2, FluoZin-2 fluorescence, MLSMR | KCC2 cells, thallium flux FluoZin-2 fluorescence | 2.2% of 190,000 active | B-score of Tl+ flux slope (higher = more flux/activation; lower = inhibition) at 10 µM;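 active = thallium flux slope and its plate-corrected score both differing from the plate sample mean at a set confidence after two filtering rounds, in either direction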;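 note: slope of fluorescence scaled to starting intensity during 10 to 20 s after thallium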
Rad51 HR inh: human RAD51 strand exchange inhibitors, primary screen, biochemical, fluorescence; hRad51 DNA strand exchange, fluorescence dequenching; inhibition, % at 10 µM; 0.085% of 200,000 active;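 active = inhibition above 40% at the single screening dose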;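 note: 0% = DMSO control wells and 100% = blanks with heterologous ssDNA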
Target sequence (Q06609 whole entry, looked up): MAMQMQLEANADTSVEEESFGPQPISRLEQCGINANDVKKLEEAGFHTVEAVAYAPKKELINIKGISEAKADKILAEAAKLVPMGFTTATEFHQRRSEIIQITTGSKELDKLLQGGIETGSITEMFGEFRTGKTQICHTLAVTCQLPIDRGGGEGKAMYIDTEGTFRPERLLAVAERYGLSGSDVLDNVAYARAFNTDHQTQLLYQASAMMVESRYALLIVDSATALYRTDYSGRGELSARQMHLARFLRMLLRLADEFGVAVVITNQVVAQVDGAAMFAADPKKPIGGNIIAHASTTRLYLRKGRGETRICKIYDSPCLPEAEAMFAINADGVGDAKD
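Assay system: Human Rad51 nucleoprotein filaments preassembled on unlabelled ssDNA | Reagent: Donor/quencher-labelled 47-bp dsDNA substrate | Doses: One concentration, 10 µM final | Times: 37 °C 15-min filament assembly, 30-min compound preincubation, 15-min exchange | Technique: Fluorescein emission 520 nm, excitation 485 nm | Benchmarks: Plate control and blank wells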
p47phox inh: p47phox/p22phox peptide binding inhibitors, primary screen, biochemical, uHTS, NADPH oxidase regulatory subunit | inhibition, % at 24.7 µM | fluorescence polarization, 2 h | AID 1274, 2008 | 0.53% of 220,000 active;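 note: 0% = p47phox with labelled peptide and 100% = labelled peptide alone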
* = called active by the depositor; [ ] = remark or other dose.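 Rule for the calls, unless noted: active = inhibition above about 30% (limit read from the data); inactive = the rest.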

COc1ccc(-c2cc(C(F)(F)F)nc(S(C)(=O)=O)n2)cc1 was read as 14-3-3 Bad inh -4, KLK5 inh 1, thrombin 1536 4, Furin inhibitor -17[20 µM], eIF4E 4G PPI 11, EBV gp42 inh -10, Cl transport mod 0.19, Rad51 HR inh 1 and p47phox inh -6.
`CC(C)Cc1nc2oc3c(=O)[nH]cnc3c2c2c1CCCC2` gave 14-3-3 Bad inh 14[fluorescence artefact?], KLK5 inh -4, thrombin 1536 0, Furin inhibitor -1, eIF4E 4G PPI 0, EBV gp42 inh -10, Cl transport mod -1.1 and p47phox inh 0.
Screening CCOc1ccc2ncc(S(=O)(=O)c3ccccc3)c(N3CCC4(CC3)OCCO4)c2c1 returned 14-3-3 Bad inh -11, KLK5 inh -16, thrombin 1536 2, Furin inhibitor 1, eIF4E 4G PPI -1[fluorescence artefact?], EBV gp42 inh -4, Cl transport mod -0.93, Rad51 HR inh 4 and p47phox inh 2.
N#Cc1ccsc1NC(=O)CSc1nnc(-c2ccccc2)o1 was read as 14-3-3 Bad inh -9, KLK5 inh 6, thrombin 1536 -3, Furin inhibitor -11[20 µM], eIF4E 4G PPI -1, EBV gp42 inh -4, Cl transport mod 0.18, Rad51 HR inh -2 and p47phox inh -13.
`O=C(Nc1ccc(S(=O)(=O)Nc2ncccn2)cc1)c1ccccc1NS(=O)(=O)c1ccc(F)cc1` gave 14-3-3 Bad inh 1, KLK5 inh -24, thrombin 1536 0, Furin inhibitor -28, eIF4E 4G PPI -5, EBV gp42 inh 1, Cl transport mod -1.1, Rad51 HR inh 6 and p47phox inh -23.
COc1cccc(NC(=O)Nc2cccnc2)c1 was read as 14-3-3 Bad inh -6, KLK5 inh 71*, thrombin 1536 8, Furin inhibitor -5, eIF4E 4G PPI 4, EBV gp42 inh 4 and Cl transport mod 0.7.
`COc1ccccc1N1CCN(C(=O)c2ccc(Cn3c(=S)[nH]c4cc5c(cc4c3=O)OCO5)cc2)CC1` gave 14-3-3 Bad inh -18, KLK5 inh -2, thrombin 1536 -4, Furin inhibitor -19, eIF4E 4G PPI -3, EBV gp42 inh -19, Cl transport mod -1.9, Rad51 HR inh 15 and p47phox inh -15.
For Cc1nn(Cc2c(F)c(F)c(F)c(F)c2F)c(C)c1NC(=O)c1ccc(COc2ccc(F)cc2)o1 the results were 14-3-3 Bad inh 6, KLK5 inh 3, thrombin 1536 -1, Furin inhibitor -5[20 µM], eIF4E 4G PPI 3[fluorescence artefact?], EBV gp42 inh -6, Cl transport mod -1.5, Rad51 HR inh 11 and p47phox inh -18.
For CCOC(=O)c1cc(NC(=O)c2ccccc2)c(=O)n2c1oc1ccccc12 the results were 14-3-3 Bad inh -10, thrombin 1536 -5, Furin inhibitor -50, eIF4E 4G PPI -8, EBV gp42 inh -23, Cl transport mod 0.087, Rad51 HR inh -17 and p47phox inh -93.
Screening N=C1CCC(=N)c2c1c(O)c1ccccc1c2O returned 14-3-3 Bad inh 46, KLK5 inh 5, thrombin 1536 1, Furin inhibitor -8, eIF4E 4G PPI 16, EBV gp42 inh 69*, Cl transport mod inactive, Rad51 HR inh -32 and p47phox inh 125*.
Screening C=CCn1c(CSc2nc3ccccc3s2)n[nH]c1=S returned 14-3-3 Bad inh 7, KLK5 inh 2, thrombin 1536 -4, Furin inhibitor -12[20 µM], eIF4E 4G PPI 0, EBV gp42 inh -9, Cl transport mod -4.4*, Rad51 HR inh -3 and p47phox inh -12.
`c1ccc(-c2cn3cccnc3n2)cc1` gave 14-3-3 Bad inh -1, KLK5 inh -172, thrombin 1536 -17, Furin inhibitor -40[20 µM], eIF4E 4G PPI 1, EBV gp42 inh 7, Cl transport mod 0.43, Rad51 HR inh -1 and p47phox inh -2.
`Cc1nc2ccc(Nc3nc4cc(S(=O)(=O)N5CCOCC5)ccc4o3)cc2s1` gave 14-3-3 Bad inh 3, KLK5 inh -30, thrombin 1536 -11, Furin inhibitor -24, eIF4E 4G PPI 4, EBV gp42 inh -4, Cl transport mod -0.34, Rad51 HR inh 4 and p47phox inh -25.
O=C(CSc1nc2ccccc2c(=O)n1Cc1ccco1)c1ccc(F)cc1 was read as 14-3-3 Bad inh -5, KLK5 inh -8, thrombin 1536 -9, Furin inhibitor -14, eIF4E 4G PPI -17, EBV gp42 inh 10, Cl transport mod 0.38, Rad51 HR inh 6 and p47phox inh -10.
For NNC(=O)c1csc(Cc2c(Cl)sc3ccc(Cl)cc23)n1 the results were 14-3-3 Bad inh -6, KLK5 inh 13, thrombin 1536 31, Furin inhibitor 3, eIF4E 4G PPI 5, EBV gp42 inh -3, Cl transport mod 0.29, Rad51 HR inh -11 and p47phox inh 0.

An excerpt from above in order of molar mass, smallest number first:
`c1ccc(-c2cn3cccnc3n2)cc1` gave 14-3-3 Bad inh -1, KLK5 inh -172, thrombin 1536 -17, Furin inhibitor -40[20 µM], eIF4E 4G PPI 1, EBV gp42 inh 7, Cl transport mod 0.43, Rad51 HR inh -1 and p47phox inh -2.
Screening C=CCn1c(CSc2nc3ccccc3s2)n[nH]c1=S returned 14-3-3 Bad inh 7, KLK5 inh 2, thrombin 1536 -4, Furin inhibitor -12[20 µM], eIF4E 4G PPI 0, EBV gp42 inh -9, Cl transport mod -4.4*, Rad51 HR inh -3 and p47phox inh -12.
O=C(CSc1nc2ccccc2c(=O)n1Cc1ccco1)c1ccc(F)cc1 was read as 14-3-3 Bad inh -5, KLK5 inh -8, thrombin 1536 -9, Furin inhibitor -14, eIF4E 4G PPI -17, EBV gp42 inh 10, Cl transport mod 0.38, Rad51 HR inh 6 and p47phox inh -10.

Additional compounds:
COc1ccc2c(c1)-c1c(ssc1=S)C(C)(C)N2 was read as 14-3-3 Bad inh -6, KLK5 inh 6, thrombin 1536 9, Furin inhibitor -2[20 µM], eIF4E 4G PPI 2, EBV gp42 inh -7, Rad51 HR inh -5 and p47phox inh 7.
Screening COc1ccc(/C=C(/NC(=O)/C=C/c2ccccc2)C(=O)O)cc1 returned 14-3-3 Bad inh 16, KLK5 inh 1, thrombin 1536 -10, Furin inhibitor -1, eIF4E 4G PPI -1, EBV gp42 inh -10, Cl transport mod 0.81, Rad51 HR inh -1 and p47phox inh -4.
O=C(Nc1ccccc1C(F)(F)F)C1CC(=O)N(c2ccccc2F)C1 (stereo unspecified) was read as 14-3-3 Bad inh -1, KLK5 inh -8, thrombin 1536 2, Furin inhibitor -21[20 µM], eIF4E 4G PPI 0, EBV gp42 inh -9, Cl transport mod -0.14, Rad51 HR inh -7 and p47phox inh 5.
Screening COc1cc(-c2nc3n(n2)C(c2ccncc2)C(C(N)=O)=C(C)N3)cc(OC)c1OC (stereo unspecified) returned 14-3-3 Bad inh -4, KLK5 inh -23, thrombin 1536 -5, Furin inhibitor -16, eIF4E 4G PPI 0, EBV gp42 inh -18, Cl transport mod -0.37, Rad51 HR inh 2 and p47phox inh -2.
Screening Cc1nc2ccc(NC(=O)N3CCCCC3)cc2nc1C returned 14-3-3 Bad inh -6, KLK5 inh -12, thrombin 1536 0, Furin inhibitor 2[20 µM], eIF4E 4G PPI 0, EBV gp42 inh -12, Cl transport mod 0.26, Rad51 HR inh -3 and p47phox inh -4.
For COC(=O)Nc1ccccc1C(=O)N1CCC(O)(c2ccc(Cl)cc2)CC1 the results were 14-3-3 Bad inh 7, KLK5 inh -9, thrombin 1536 -1, Furin inhibitor -20, eIF4E 4G PPI -5, EBV gp42 inh 9, Cl transport mod 0.15 and p47phox inh -6.
For O=C(Cc1ccc2c(c1)CCCC2)Nc1ccccc1Cl the results were 14-3-3 Bad inh -5, KLK5 inh -10, thrombin 1536 0, Furin inhibitor 0[20 µM], eIF4E 4G PPI -3, EBV gp42 inh 6, Cl transport mod -0.81, Rad51 HR inh -4 and p47phox inh -10.
Screening COc1ccc(OC(C)C(=O)N2CCN(c3ccccn3)CC2)cc1 (stereo unspecified) returned 14-3-3 Bad inh -5[fluorescence artefact?], KLK5 inh 6, thrombin 1536 -1, Furin inhibitor -15[20 µM], eIF4E 4G PPI -4, EBV gp42 inh -9, Cl transport mod -0.016, Rad51 HR inh 6 and p47phox inh -17.
Screening COc1cc(/C=N/N(C)c2ccccc2)cc(Cl)c1O returned 14-3-3 Bad inh 15[fluorescence artefact?], KLK5 inh 2, thrombin 1536 -3, Furin inhibitor -15[20 µM], eIF4E 4G PPI 4[fluorescence artefact?], EBV gp42 inh -3, Rad51 HR inh -5 and p47phox inh -3.
Screening Cc1cccc(Cn2c(=O)n(Cc3ccco3)c(=O)c3ccccc32)c1 returned 14-3-3 Bad inh -1, KLK5 inh 4, thrombin 1536 -2, Furin inhibitor -10[20 µM], eIF4E 4G PPI 4, EBV gp42 inh 9, Cl transport mod -1, Rad51 HR inh 15 and p47phox inh 4.
For CCOc1ccc(Nc2nc(N)nc(CCl)n2)cc1 the results were 14-3-3 Bad inh 0, KLK5 inh 6, thrombin 1536 1, Furin inhibitor -17, eIF4E 4G PPI 6, EBV gp42 inh -12, Cl transport mod -0.61, Rad51 HR inh -21 and p47phox inh -1.
CC1Cc2ccccc2N1S(=O)(=O)c1cccc(C(=O)N2CCN(c3ncccn3)CC2)c1 (stereo unspecified) was read as 14-3-3 Bad inh -2, KLK5 inh 2, thrombin 1536 -3, Furin inhibitor 0, eIF4E 4G PPI 4, EBV gp42 inh -11, Cl transport mod -0.94, Rad51 HR inh 8 and p47phox inh -5.
`COc1ccc(C(=O)C2CC2c2ccc3c(c2)OCO3)cc1` (stereo unspecified) gave 14-3-3 Bad inh -11, KLK5 inh -2, thrombin 1536 -10, Furin inhibitor -18, eIF4E 4G PPI 13, EBV gp42 inh 0, Cl transport mod -0.11, Rad51 HR inh 8 and p47phox inh -13.
Screening Cc1c(C#N)c(O)n(CCO)c(=O)c1N=Nc1ccc(S(N)(=O)=O)cc1 returned 14-3-3 Bad inh -14, KLK5 inh 11, thrombin 1536 47*, Furin inhibitor 10, eIF4E 4G PPI 2, EBV gp42 inh -30, Cl transport mod 0.57, Rad51 HR inh -8 and p47phox inh 20.

3 consecutive records already listed:
COc1ccc2c(c1)-c1c(ssc1=S)C(C)(C)N2 was read as 14-3-3 Bad inh -6, KLK5 inh 6, thrombin 1536 9, Furin inhibitor -2[20 µM], eIF4E 4G PPI 2, EBV gp42 inh -7, Rad51 HR inh -5 and p47phox inh 7.
Screening COc1ccc(/C=C(/NC(=O)/C=C/c2ccccc2)C(=O)O)cc1 returned 14-3-3 Bad inh 16, KLK5 inh 1, thrombin 1536 -10, Furin inhibitor -1, eIF4E 4G PPI -1, EBV gp42 inh -10, Cl transport mod 0.81, Rad51 HR inh -1 and p47phox inh -4.
O=C(Nc1ccccc1C(F)(F)F)C1CC(=O)N(c2ccccc2F)C1 (stereo unspecified) was read as 14-3-3 Bad inh -1, KLK5 inh -8, thrombin 1536 2, Furin inhibitor -21[20 µM], eIF4E 4G PPI 0, EBV gp42 inh -9, Cl transport mod -0.14, Rad51 HR inh -7 and p47phox inh 5.
